NOD1 inhibition = inhibition of NOD1-driven NF-kB reporter – cell-based, luminescence, uHTS, primary screen (AID 1578). NOD1-driven NF-kB luciferase reporter cells, luminescence; higher % means a stronger effect. inhibition, % at 4 µM, or EC50 in µM where a hit was titrated. 1% of 290,000 active; in the data active = inhibition mostly above about 36%, no sharp cut-off; inactive = mostly below about 34%;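 note: HEK-293T reporter cells stimulated with the NOD1 agonist gamma-tri-DAP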
KOR beta-arrestin-1 = KOR agonists, beta-arrestin recruitment, primary screen, cell-based, luminescence, uHTS (AID 1777); KOR beta-arrestin recruitment, luminescence; higher % means a stronger effect; one-dose activation, % at 10 µM; EC50 in µM for titrated hits; 0.02% of 280,000 active; in the data active = activation above about 50%, passing the limit was not always enough; note: a part of the inactive calls stands beside numbers as strong as those of hits
SIAH1 antagonists = Siah-1 peptide-binding antagonists, primary screen, biochemical, fluorescence polarization, rhodamine-plectin, uHTS (AID 1817); 0.02% of 290,000 active; one-dose displacement, % at 20 µM; IC50 in µM for titrated hits; Siah-1 / rhodamine-plectin peptide fluorescence polarization; higher % means a stronger effect;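 active = displacement of at least 50% at 20 µM, with a fluorescence ratio check between 0.3 and a set limit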;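 note: plate controls were Siah plus tracer with DMSO for no effect and tracer alone without Siah for full effect; strong numbers were not always called active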
GPR55 LPI antagonism = GPR55 antagonists blocking LPI-driven arrestin recruitment, primary screen, imaging, U2OS, beta-arrestin-GFP, LPI agonist (AID 2013) | U2OS GPR55 beta-arrestin-GFP translocation imaging, LPI antagonism; higher % means a stronger effect | inhibition, % at 10 µM; hits with a dose series show IC50 in µM | 0.13% of 290,000 active;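 active = spots per cell inhibited over 60%, with over 100 cells counted and total cytoplasm intensity under 500,000; inconclusive = wells with under 100 cells, flagged as likely toxic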;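 note: U2OS cells stably carrying GPR55 and arrestin-GFP stimulated by 5 µM LPI near EC80; imaged beta-arrestin-GFP aggregate spots per cell after agonist stimulation; plate controls were LPI-stimulated DMSO wells for no effect and DMSO wells without LPI for full effect; some results filed as inactive read as strong as hits; confirmed hits need IC50 under 10 µM and bright autofluorescent wells are also inconclusive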
GPR35 arrestin U2OS = GPR35 antagonists blocking zaprinast-driven arrestin recruitment, primary screen, imaging, U2OS, beta-arrestin-GFP, zaprinast agonist (AID 2058). U2OS GPR35 beta-arrestin-GFP translocation imaging, zaprinast antagonism; higher % means a stronger effect. 0.052% of 290,000 active. inhibition, % at 10 µM; hits with a dose series show IC50 in µM;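 active = inhibition of at least 50% with at least 30 cells and total cytoplasm GFP at most 10,000,000; inconclusive = under 30 cells or total GFP of 10,000,000 plus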
GPR55 beta-arrestin = selective activators of receptor GPR55 – imaging, U2OS cells, beta-arrestin-GFP redistribution, primary screen (AID 1961); activation, % at 10 µM; hits with a dose series show EC50 in µM; U2OS GPR55 beta-arrestin-GFP redistribution imaging; higher % means a stronger effect; 0.048% of 290,000 active;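 active = activation above 40% with more than 50 cells counted in the well; inconclusive = wells holding fewer than 50 cells, flagged as toxic or sparse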;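 note: U2OS osteosarcoma cells stably expressing GPR55 and beta-arrestin-GFP; plate controls were DMSO negative control for no effect and LPI positive control for full effect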
HIV peptide binding = cell-free HIV fusion peptide-binding blockers – biochemical, uHTS, fluorescence dequenching, primary screen (AID 1986); inhibition, % at 20 µM; hits with a dose series show IC50 in µM; cell-free peptide binding, fluorescence dequenching, 30 min; higher % means a stronger effect; 0.3% of 290,000 active; in the data active = inhibition mostly above about 52%, no sharp cut-off; inactive = mostly below about 76%; note: some results filed as inactive read as strong as hits
AID2073 = inhibitors of Mint1-CaV2.2 protein interaction, biochemical, HTRF (AID 2073). HTRF protein-protein interaction, Mint1-CaV2.2; higher % means a stronger effect. 0.19% of 290,000 active. one-dose inhibition, % at 20 µM; IC50 in µM for titrated hits; in the data active = inhibition mostly above about 51%, no sharp cut-off; inconclusive = no clear call, values can overlap the other calls; inactive = mostly below about 53%; note: some results filed as inactive read as strong as hits
KOR beta-arrestin-2 = kappa opioid receptor blockers – cell-based, luminescence, uHTS (AID 1778); KOR beta-arrestin recruitment, luminescence, antagonist mode; higher % means a stronger effect; one-dose inhibition, % at 10 µM; IC50 in µM for titrated hits; 0.091% of 290,000 active; in the data active = inhibition above about 50%; note: strong numbers were not always called active
Active calls of the source: *; [ ] = dose if it differs, or a comment.

How did CCN(CC)Cc1c(O)ccc2cc(-c3nc4ccccc4n3C)c(=O)oc12 do in these assays?
NOD1 inhibition: -6%; KOR beta-arrestin-1: -0.2%; SIAH1 antagonists: -6%; GPR55 LPI antagonism: 3%; GPR35 arrestin U2OS: -6%; GPR55 beta-arrestin: 0.0%; HIV peptide binding: 1.5%; AID2073: inconclusive; KOR beta-arrestin-2: -28%

How did CC1=CCC[C@@H]2[C@@](C)(CC/C(C)=C/C(=O)O)[C@H](C)CC[C@@]12C do in these assays?
NOD1 inhibition: -15%; KOR beta-arrestin-1: -2.2%; SIAH1 antagonists: 32%; GPR55 LPI antagonism: 5%; GPR35 arrestin U2OS: -12%; GPR55 beta-arrestin: 0.7%; HIV peptide binding: 42%; AID2073: 2%; KOR beta-arrestin-2: -14%

How did CCOC(=O)c1cc[nH]c1C do in these assays?
NOD1 inhibition: -10%; KOR beta-arrestin-1: -1.5%; SIAH1 antagonists: 2%; GPR55 LPI antagonism: 17%; GPR35 arrestin U2OS: 1%; GPR55 beta-arrestin: -0.3%; HIV peptide binding: 1.3%; AID2073: -9%; KOR beta-arrestin-2: -17%

How did O=C(Nc1ccc(Br)cc1)c1cc([N+](=O)[O-])cc([N+](=O)[O-])c1 do in these assays?
NOD1 inhibition: -14%; KOR beta-arrestin-1: -1.1%; SIAH1 antagonists: -2%; GPR55 LPI antagonism: 19%; GPR35 arrestin U2OS: -11%; GPR55 beta-arrestin: -0.1%; HIV peptide binding: -1.8%; AID2073: 3%; KOR beta-arrestin-2: 37%[20 µM]

What do the screens show for `O=S(=O)(Nc1nc(CN2CCOCC2)nc2sc3c(c12)CCCC3)c1cc(F)ccc1F`?
NOD1 inhibition: -16%; KOR beta-arrestin-1: 1.6%; SIAH1 antagonists: 5%; GPR55 LPI antagonism: 11%; GPR35 arrestin U2OS: 6%; GPR55 beta-arrestin: 0.0%; HIV peptide binding: 1.0%; AID2073: 9%; KOR beta-arrestin-2: -8%

How did O=C(Nc1ccc(-c2noc(CCc3ccccc3)n2)cc1)c1cccnc1 do in these assays?
NOD1 inhibition: 10%; KOR beta-arrestin-1: -1.1%; SIAH1 antagonists: -5%; GPR55 LPI antagonism: 3%; GPR35 arrestin U2OS: 2%; GPR55 beta-arrestin: 0.2%; HIV peptide binding: -2.3%; AID2073: 1%; KOR beta-arrestin-2: -4%

Results for COc1ccc(CCNC(=O)C(=O)NCc2ccc(C)cc2)cc1OC ?
NOD1 inhibition: -16%; KOR beta-arrestin-1: -3.0%; SIAH1 antagonists: 4%; GPR55 LPI antagonism: 4%; GPR35 arrestin U2OS: -6%; GPR55 beta-arrestin: -0.3%; HIV peptide binding: -1.6%; AID2073: 14%; KOR beta-arrestin-2: -41%

How did Cc1ccc(N2C(=O)c3ccccc3NC2C(C)Cc2ccc3c(c2)OCO3)cc1 (configuration not stated) do in these assays?
NOD1 inhibition: -42%; KOR beta-arrestin-1: -2.6%; SIAH1 antagonists: 16%; GPR55 LPI antagonism: 5%; GPR35 arrestin U2OS: 12%; GPR55 beta-arrestin: 0.7%; HIV peptide binding: -0.2%; AID2073: 6%; KOR beta-arrestin-2: 9%

What do the screens show for `O=C(NCc1cccnc1)c1ccc(CS(=O)(=O)c2ccc(Br)cc2)o1`?
NOD1 inhibition: 2%; KOR beta-arrestin-1: 4.0%; SIAH1 antagonists: -2%; GPR55 LPI antagonism: -3%; GPR35 arrestin U2OS: 5%; GPR55 beta-arrestin: -0.2%; HIV peptide binding: 1.1%; AID2073: 4%; KOR beta-arrestin-2: 0%

What do the screens show for `Cc1ccc(Cl)cc1NC(=O)Nc1cccs1`?
NOD1 inhibition: -24%; KOR beta-arrestin-1: 2.2%; SIAH1 antagonists: 1%; GPR55 LPI antagonism: -7%; GPR35 arrestin U2OS: -12%; GPR55 beta-arrestin: -0.1%; HIV peptide binding: 1.2%; AID2073: 15%; KOR beta-arrestin-2: 16%

How did Cc1cc(C)nc(N2CCN(C(=O)c3ccc(S(=O)(=O)N4CCCCCC4)cc3)CC2)n1 do in these assays?
NOD1 inhibition: -13%; KOR beta-arrestin-1: 1.6%; SIAH1 antagonists: 2%; GPR55 LPI antagonism: 4%; GPR35 arrestin U2OS: 3%; GPR55 beta-arrestin: -0.5%; HIV peptide binding: -0.8%; AID2073: 11%; KOR beta-arrestin-2: -20%

Results for O=C(NN=C1CCCCCCCCCCC1)c1cccnc1 ?
NOD1 inhibition: -15%; KOR beta-arrestin-1: -1.8%; SIAH1 antagonists: -1%; GPR55 LPI antagonism: -1%; GPR35 arrestin U2OS: -6%; GPR55 beta-arrestin: 0.4%; HIV peptide binding: 1.3%; AID2073: 12%; KOR beta-arrestin-2: -8%

Results for Cn1c(=O)c2c(ncn2CC(=O)N2CCN(c3ccccc3F)CC2)n(C)c1=O ?
NOD1 inhibition: -18%; SIAH1 antagonists: 1%; GPR55 LPI antagonism: 6%; GPR35 arrestin U2OS: -10%; GPR55 beta-arrestin: -0.1%; HIV peptide binding: -0.9%; AID2073: 20%

Results for CCCc1cc(=O)oc2cc(OC(C)C(=O)NCC3CCC(C(=O)O)CC3)ccc12 (configuration not stated) ?
NOD1 inhibition: -15%; KOR beta-arrestin-1: -2.7%; SIAH1 antagonists: -4%; GPR55 LPI antagonism: -2%; GPR35 arrestin U2OS: 5%; GPR55 beta-arrestin: -0.1%; HIV peptide binding: -0.6%; AID2073: 6%; KOR beta-arrestin-2: -50%[20 µM]

Results for O=C(c1ccc(F)cc1)C1CCN(C(=S)Nc2ccc(F)cc2)CC1 ?
NOD1 inhibition: 42%; KOR beta-arrestin-1: -0.5%; SIAH1 antagonists: 0%; GPR55 LPI antagonism: -6%; GPR35 arrestin U2OS: -1%; GPR55 beta-arrestin: 0.4%; HIV peptide binding: 0.1%; AID2073: -15%; KOR beta-arrestin-2: -73%[20 µM]

What do the screens show for `CCC(=O)N1N=C(c2ccc(Cl)cc2)CC1c1ccco1` (configuration not stated)?
NOD1 inhibition: 2%; KOR beta-arrestin-1: 1.8%; SIAH1 antagonists: -7%; GPR55 LPI antagonism: -5%; GPR35 arrestin U2OS: -3%; GPR55 beta-arrestin: -0.2%; HIV peptide binding: -1.0%; AID2073: -6%; KOR beta-arrestin-2: 8%

Results for COc1ccc2c(c1)c(C(=O)O)c(C)n2-c1ccccc1 ?
NOD1 inhibition: -5%; KOR beta-arrestin-1: -1.4%; SIAH1 antagonists: -5%; GPR55 LPI antagonism: 6%; GPR35 arrestin U2OS: -2%; GPR55 beta-arrestin: 0.3%; HIV peptide binding: 2.1%; AID2073: 14%; KOR beta-arrestin-2: -22%

What do the screens show for `O=S(=O)(c1ccc(F)cc1)c1nc(-c2ccco2)oc1Nc1ccccc1`?
NOD1 inhibition: -41%; KOR beta-arrestin-1: 0.3%; SIAH1 antagonists: 2%; GPR55 LPI antagonism: 5%; GPR35 arrestin U2OS: -6%; GPR55 beta-arrestin: 0.2%; HIV peptide binding: 1.5%; AID2073: 7%; KOR beta-arrestin-2: 15%

How did CCC(=O)c1ccc(OCCn2cncn2)cc1 do in these assays?
NOD1 inhibition: -30%; KOR beta-arrestin-1: -1.6%; SIAH1 antagonists: 1%; GPR55 LPI antagonism: 12%; GPR35 arrestin U2OS: 7%; GPR55 beta-arrestin: -0.1%; HIV peptide binding: 1.3%; AID2073: 4%; KOR beta-arrestin-2: 6%

Results for CC(C)(C)c1ccc(-n2ncc3c2CCCC3NC(=O)c2ccncc2)cc1 (configuration not stated) ?
NOD1 inhibition: 38%; KOR beta-arrestin-1: 1.8%; SIAH1 antagonists: 9%; GPR55 LPI antagonism: 4%; GPR35 arrestin U2OS: -3%; GPR55 beta-arrestin: 0.2%; HIV peptide binding: 3.5%; AID2073: -6%; KOR beta-arrestin-2: -8%

What do the screens show for `COc1cc(C(=S)N2CCOCC2)ccc1OC(=O)c1ccccc1C`?
NOD1 inhibition: 0%; KOR beta-arrestin-1: 9.9%; SIAH1 antagonists: -6%; GPR55 LPI antagonism: -1%; GPR35 arrestin U2OS: -1%; GPR55 beta-arrestin: 0.3%; HIV peptide binding: 0.2%; AID2073: -14%; KOR beta-arrestin-2: -28%

What do the screens show for `CCCc1n(CC(O)COCC2CC=CCC2)c2ccccc2[n+]1C` (configuration not stated)?
NOD1 inhibition: -36%; SIAH1 antagonists: 1%; GPR55 LPI antagonism: 1%; GPR35 arrestin U2OS: -7%; GPR55 beta-arrestin: -0.2%; HIV peptide binding: -2.5%; AID2073: 9%; KOR beta-arrestin-2: 3%[20 µM]

Results for CCOC(=O)Cc1csc(NC(=O)C(CC(C)C)NC(=O)C2CCCCC2)n1 (configuration not stated) ?
NOD1 inhibition: -17%; KOR beta-arrestin-1: -5.5%; SIAH1 antagonists: 7%; GPR55 LPI antagonism: 12%; GPR35 arrestin U2OS: 23%; GPR55 beta-arrestin: -0.3%; HIV peptide binding: -0.7%; AID2073: 42%; KOR beta-arrestin-2: -8%

What do the screens show for `C=CCn1c(SCc2nc3scc(-c4ccccc4)c3c(=O)[nH]2)nnc1-c1ccccc1F`?
NOD1 inhibition: 63%; KOR beta-arrestin-1: 8.7%; SIAH1 antagonists: 17%; GPR55 LPI antagonism: 14%; GPR35 arrestin U2OS: -1%; GPR55 beta-arrestin: -0.3%; HIV peptide binding: 20%; AID2073: 21%; KOR beta-arrestin-2: 18%

Results for Cc1cc(C)nc(-n2nc(C)cc2NC(=O)c2cccc(S(=O)(=O)N3CCCCC3)c2)n1 ?
NOD1 inhibition: 18%; KOR beta-arrestin-1: -0.8%; SIAH1 antagonists: 2%; GPR55 LPI antagonism: 2%; GPR35 arrestin U2OS: 27%; GPR55 beta-arrestin: -0.1%; HIV peptide binding: -0.5%; AID2073: -7%; KOR beta-arrestin-2: -6%

Results for COc1cc(Br)cc(Br)c1OCC(=O)N/N=C/c1c(C)n(C)n(-c2ccccc2)c1=O ?
NOD1 inhibition: -26%; KOR beta-arrestin-1: 3.9%; SIAH1 antagonists: 2%; GPR55 LPI antagonism: 3%; GPR35 arrestin U2OS: 4%; GPR55 beta-arrestin: -0.1%; HIV peptide binding: 2.8%; AID2073: -8%; KOR beta-arrestin-2: -15%

What do the screens show for `CCCOc1ccc(/C=N/NC(=O)CSc2ccccn2)cc1OC`?
NOD1 inhibition: -13%; KOR beta-arrestin-1: 4.4%; SIAH1 antagonists: -6%; GPR55 LPI antagonism: 9%; GPR35 arrestin U2OS: 8%; GPR55 beta-arrestin: -0.1%; HIV peptide binding: -1.7%; AID2073: -12%; KOR beta-arrestin-2: 6%

Results for COc1ccc(OC)c(Nc2nc(-c3sc(NC(=O)C(C)(C)C)nc3C)cs2)c1 ?
NOD1 inhibition: -17%; KOR beta-arrestin-1: -1.9%; SIAH1 antagonists: -2%; GPR55 LPI antagonism: 18%; GPR35 arrestin U2OS: 4%; GPR55 beta-arrestin: -0.1%; HIV peptide binding: 52%; AID2073: -12%; KOR beta-arrestin-2: -5%

From PubChem BioAssay

These rows are one share of the data. The share of hits here may be higher or lower than overall.
